IMPase Li cell: cell-permeable IMPase inhibitors with lithium potentiation | CHO-M1 cells, IP1 TR-FRET (IP-One), carbachol + lithium | Potency, µM (highest dose often 59.4 µM), inactives show at the highest dose activity, negative = IMPase inhibition, most hits filed as inhibitors | hit rate 0.35% among 210,000;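 note: IP1 builds up when IMPase is blocked and the TR-FRET signal falls; potency is the fitted concentration of half-maximal effect; plate controls were basal vehicle for no effect and high inhibitor control for full effect; nearly all actives have a fitted effect of over 50% in size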
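Test compounds were applied to CHO-M1 cells previously cultured for 16–30 h at 2000 per well. A small lithium amount accompanied them; after 30 min at 37C, IP1 was quantified by TR-FRET.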
LMNA splice mod: changes lamin A minigene splicing in HeLa cells; HeLa LMNA splicing GFP/RFP minigene ratio, 48 h; hit rate 0.01% among 200,000; Potency, µM (series often up to 46.1 µM), for the others: top-dose ratio change, negative = inhibition, usual class: inhibitors; active = well fitted inhibition curve with a large enough effect in the signal ratio, with a control signal flat, not every such curve was filed as active; inconclusive = small, poorly fitted or top-dose-only effect, or effect the other way, or a change in a side signal; the % refers to the signal ratio; note: potency is the fitted concentration of half-maximal effect; % is set by controls: 0 for no effect and ±100 for the full control effect
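Read-out is the ratio of GFP to DsRed2 object intensity, acquired by 488 nm laser-scanning cytometry on HeLa lamin A-EGFP minigene reporter cells. Compound incubation 48 hrs at 37 °C in Opti-MEM with 2% FBS; DMSO 0.5% final.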
Epigenetic derep: derepresses silenced GFP reporter in murine cells; murine LDR cells, GFP reporter derepression, 30 h; Potency, µM (titrated, usually from 53.9 µM), for the others: top-dose GFP activation, hits mostly activators; hit rate 0.2% among 280,000; AID 1865; note: potency is the fitted concentration of half-maximal effect; % of control where 0% means no effect; nearly all actives have a fitted effect of over 60% in size
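GFP-positive cell count by laser-scanning cytometry (objects 20–120 um) after 30 h, 37 C compound exposure of murine LDR cells; reporter is CMV-GFP integrated at a silenced locus, inducible by HDAC or DNMT inhibitors.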
CBFb-RUNX1 inh: CBF-beta/RUNX1 interaction disruption. AlphaScreen CBFb-His/RUNX1-biotin binding, biochemical. Potency, µM (titrated, usually from 59.8 µM), for the others: top-dose activity, negative = inhibition, hits mostly inhibitors. Q01196+Q13951. 230,000 tested, under 10 active; note: % of control where 0% means no effect
Target sequence (Q01196 whole entry, looked up): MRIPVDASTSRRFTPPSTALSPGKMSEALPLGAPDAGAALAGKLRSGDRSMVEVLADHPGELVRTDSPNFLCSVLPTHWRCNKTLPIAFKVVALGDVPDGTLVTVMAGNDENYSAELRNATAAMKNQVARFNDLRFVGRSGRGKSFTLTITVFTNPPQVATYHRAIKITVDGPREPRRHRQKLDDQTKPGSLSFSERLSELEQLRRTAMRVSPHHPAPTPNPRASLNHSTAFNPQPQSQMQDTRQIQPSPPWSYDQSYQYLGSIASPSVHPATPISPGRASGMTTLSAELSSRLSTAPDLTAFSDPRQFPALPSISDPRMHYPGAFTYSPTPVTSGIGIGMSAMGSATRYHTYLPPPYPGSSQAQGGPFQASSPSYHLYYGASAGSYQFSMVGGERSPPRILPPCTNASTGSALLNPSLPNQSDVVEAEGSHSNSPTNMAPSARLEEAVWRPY
Target sequence (Q13951 whole entry, looked up): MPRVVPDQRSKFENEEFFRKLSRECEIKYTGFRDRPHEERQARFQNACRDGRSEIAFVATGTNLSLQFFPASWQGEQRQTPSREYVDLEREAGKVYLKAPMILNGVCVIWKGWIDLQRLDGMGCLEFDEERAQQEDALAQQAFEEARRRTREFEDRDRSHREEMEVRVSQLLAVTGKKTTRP
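CBF-beta (His) and RUNX1 (biotin), 30 nM each; 20 min preassociation; + compound, 15 min; + beads 50 ng each (Ni, streptavidin), 90 min; RT; AlphaScreen read.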
KinaseGlo FLuc: counter-screen: inhibitors of Kinase-Glo firefly luciferase; AID 1379; Kinase-Glo luciferase, ATP luminescence, 8 min; Potency, µM (titrated, usually from 38.3 µM), for inactives: at the top dose activity change, negative = inhibition, most hits filed as inhibitors; Q27757; hit rate 0.28% among 200,000; note: potency is the fitted concentration of half-maximal effect; % is set by controls: 0 for no effect and ±100 for the full control effect; nearly all actives have a fitted effect of over 60% in size
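Compound is pinned into ATP-containing buffer (10 uM ATP, imidazole pH 7.2, 7 mM MgCl2). Kinase-Glo luciferase reagent is then added. Light output is recorded following an 8-min room-temperature incubation.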
NPSR antag: neuropeptide S receptor (human) antagonism, cAMP; Q6W5P4; CHO-NPSR cells, cAMP TR-FRET, antagonist mode; Potency, µM (titrated, usually from 38.3 µM), for inactives: top-dose activity change, negative = inhibition, hits mostly inhibitors; hit rate 1% among 220,000; note: potency is the fitted concentration of half-maximal effect; % is set by controls: 0 for no effect and ±100 for the full control effect; nearly all actives have a fitted effect of over 50% in size; many of its hits are not listed in these tables
GLA spleen mod: inhibitors or activators of human alpha-galactosidase in spleen homogenate; AID 2107; hit rate 0.008% among 240,000; Potency, µM (highest dose often 80 µM), inactives show at the highest dose activity change, negative = inhibition, actives largely listed as inhibitors; human spleen homogenate, 4MU-alpha-Gal fluorescence, 40 min;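 note: potency is the fitted concentration of half-maximal effect; 0% = enzyme with vehicle and -100% = no enzyme basal signal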
Target sequence (P06280 32-429 limits assumed): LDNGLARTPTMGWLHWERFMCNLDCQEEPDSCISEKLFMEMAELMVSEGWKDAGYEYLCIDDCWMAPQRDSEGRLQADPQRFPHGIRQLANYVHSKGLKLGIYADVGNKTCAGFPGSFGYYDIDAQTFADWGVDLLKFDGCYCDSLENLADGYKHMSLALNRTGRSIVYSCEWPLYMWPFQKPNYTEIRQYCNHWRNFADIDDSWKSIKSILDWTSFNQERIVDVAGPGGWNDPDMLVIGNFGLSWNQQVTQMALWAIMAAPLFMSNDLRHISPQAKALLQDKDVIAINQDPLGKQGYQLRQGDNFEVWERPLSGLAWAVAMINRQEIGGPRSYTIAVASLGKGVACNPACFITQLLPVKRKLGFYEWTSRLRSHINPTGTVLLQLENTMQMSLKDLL
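Human spleen homogenate (1 ug) as enzyme source, 4-methylumbelliferyl-alpha-D-galactopyranoside 1 mM final, citrate/phosphate pH 5.0 with 0.01% Tween-20. Compounds 40 min at 37C, NaOH/glycine stop; fluorescence Ex 365/Em 440, Hill-fit AC50.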
An asterisk follows results filed as active; ? = inconclusive; / = no result given; & = joins results of further samples; [ ] = dose if it differs, or a comment. Unless noted, calls come from the whole dose curve; as a rule, active = well fitted curve in the direction sought with a large enough effect; inconclusive = small, poorly fitted or top-dose-only effect, or another doubt; inactive = no such curve, though single readings can be large; an effect the other way counts as inactive or inconclusive. Not all compounds are listed; the hit share may differ from the screen's.

compound	IMPase Li cell	LMNA splice mod	Epigenetic derep	CBFb-RUNX1 inh	KinaseGlo FLuc	NPSR antag	GLA spleen mod
N#Cc1c(N)n(-c2ccc(C(=O)O)cc2)c2nc3ccccc3nc12	/	/	-0.2%	2%	/	-10%	?
CC(C)CC1=NN(C(=O)c2ccncc2)C(O)(C(F)(F)F)C1 (stereo not given)	-8%	9%	7.4%	-11%	-5%	8%	-2%
CN(C)c1cc(-c2ccc(F)cc2)oc(=O)c1Cl	/	/	-1.0%	3%	/	16%	-16%
Cc1cc(C)c(C#N)c(SCSCc2ccccc2)n1	17%[38.3 µM]	?	-1.5%	0%	6%	-29%[46.1 µM]	-8%
CCNS(=O)(=O)c1ccc(CCC(=O)NCCc2ccc(OC)cc2)cc1	3%	/	-1.5%	5%	2%	-9%	2%
Cc1ccc(S(=O)(=O)NCCNC(=O)C2CCCNC2=O)cc1 (stereo not given)	18%[38.3 µM]	-10%	0.0%	8%	-1%	-10%[46.1 µM]	20%
CCOC(=O)Cn1cnc2c(nnn2Cc2ccc(Cl)cc2)c1=O	-5%[38.3 µM]	6%	3.9%	3%	-5%	-6%[46.1 µM]	3%
C[C@]12CCC(=O)C[C@@H]1CC[C@@H]1[C@@H]2CC[C@]2(C)C=CC[C@@H]12	/	-13%[46 µM]	-3.6%	18%	/	-13%	2%
CN(C)CCCN=C(NO)c1ccc(Cl)cc1Cl	/	/	-0.9%	14%	/	14%	13%
Nc1c(N(C(=O)Nc2ccc(Cl)c(Cl)c2)C2CCCC2)c(=O)[nH]c(=O)n1Cc1ccccc1	6%[38.3 µM]	2%	-2.4%	7%	-4%	-12%[46.1 µM]	13%

Taken from above.
`Nc1c(N(C(=O)Nc2ccc(Cl)c(Cl)c2)C2CCCC2)c(=O)[nH]c(=O)n1Cc1ccccc1` | LMNA splice mod = 2%
`CN(C)c1cc(-c2ccc(F)cc2)oc(=O)c1Cl` | GLA spleen mod = -16%

(next part)
compound	IMPase Li cell	LMNA splice mod	Epigenetic derep	CBFb-RUNX1 inh	KinaseGlo FLuc	NPSR antag	GLA spleen mod
CC(=O)NC(NC(=S)Nc1ccc(C)cc1C)C(Cl)(Cl)Cl (stereo not given)	/	/	-2.6%	8%	/	8%	1%
Cn1c(-c2ccc(F)cc2)cnc1SCC(=O)Nc1ccccc1	21%	/	-2.7%	0%	1%	9%	2%
COC(=O)c1ccccc1NC(=O)Cn1c(CCC(=O)O)ccc1-c1cccs1	17%[38.3 µM]	-7%	0.0%&-1.9%	-4%	-2%	-15%[46.1 µM]	2%
CCS(=O)(=O)c1ccc(O)c(NC(=O)CC2(CC(=O)O)CCCC2)c1	/	/	-2.6%	9%	/	11%	-2%
Cc1ccc(SCc2cc(=O)[nH]c(/N=C(\N)Nc3ccc(C)c(C)c3)n2)cc1	10%[38.3 µM]	2%	1.1%	-3%	-3%	?	-1%
C=CCn1c(NC(=O)c2ccc(C)cc2)c(C#N)sc1=N	-4%[38.3 µM]	?	-1.1%	0%	1%	?	1%
Cc1ccc(C)c(NC(=S)N2CCCCC2CO)c1 (stereo not given)	4%	?	-0.9%	-1%	6%	9%	0%
O=C(Nc1ccc(Cl)c(Cl)c1)N(CCCN1CCOCC1)Cc1cccnc1	/	/	-0.9%	2%	/	-16%	-5%
O=C(Nc1cccc(-c2cn3cccnc3n2)c1)c1ccc2c(c1)OCO2	1%[38.3 µM]	-6%	0.0%	22%	-3%	1%[46.1 µM]	25%
CC(C)CN(CC(C)C)S(=O)(=O)N1CCC(C(=O)NCc2ccco2)CC1	0%	/	-1.5%	5%	-4%	-13%	3%
CCOC(=O)/C(C#N)=C\C1=C(N2CCCC2)CC(C)(C)OC1	10%	-4%	-0.3%	3%	-2%	-9%[46.1 µM]	-16%
CCOC(=O)N1CCN(C2CC(=O)N(c3ccc(Oc4ccccc4)cc3)C2=O)CC1 (stereo not given)	19%[38.3 µM]	8%	0.0%	4%	1%	-3%[46.1 µM]	2%
COc1cc(OC)c(C(=O)OCC(=O)c2cc(C)n(CC3CCCO3)c2C)cc1OC (stereo not given)	10%	/	5.2%	-11%	3%	10%	0%
Cc1cc(Cl)n2c(nc3ccccc32)c1C#N	15%	16%[9.22 µM]	0.0%	-4%	-2%	?	?
COc1ccc(C2=NN(C(=O)c3ccccc3)C(c3cccc([N+](=O)[O-])c3)C2)cc1 (stereo not given)	/	/	0.6%	-22%	/	-41%	6%
Cc1c(C(=O)NCCSCc2cccc(C(F)(F)F)c2)cnn1-c1ccc(F)cc1	/	/	-0.2%	-3%	/	?	1%
Cn1cc(C(=O)N/N=C/C(Br)=C/c2ccccc2)ccc1=O	18%	?	?	4%	2%	-26%	4%
COC(=O)CCCC1=CC2=C(c3ccccc3)C(=O)C(C)(OC(=O)C3CCCC3)C(=O)C2=CN1Cc1ccc2c(c1)OCO2 (stereo not given)	15%	?	-2.9%	?	-9%[7.66 µM]	-36%	-11%[17.5 µM]
CC1=CC(c2ccccc2)n2nc(N3C(=O)c4ccccc4C3=O)nc2N1 (stereo not given)	20%[38.3 µM]	6%	1.1%	5%	-1%	-14%[46.1 µM]	17%
CCCC(=O)Nc1nnc(Sc2ccc(N(C)C)cc2)s1	6%[38.3 µM]	20%	-1.7%	5%	1%	-4%[46.1 µM]	-1%
O=C(Nc1ccc(Cl)cc1)c1cc2c(cc1O)[nH]c1ccccc12	/	/	0.0%	27%	/	-50%	20%
O=C(CN(Cc1ccco1)C(=O)CNS(=O)(=O)c1ccc(Cl)cc1)NC1CCCCC1	-6%[38.3 µM]	-1%	-0.2%	1%	-5%	-19%[46.1 µM]	7%
COc1ccc([C@@H]2C[C@@H](c3ccccc3)Oc3cc(C)cc(C)c32)cc1	/	/	-1.6%	10%	/	-31%	3%
CC1=NNC(=O)c2ccccc2O1	2%	9%[46 µM]	1.1%	1%	0%	4%	7%
COCCNC(=O)CSc1nc2ccccc2c(=O)n1CC1CCCO1 (stereo not given)	5%[38.3 µM]	2%	0.0%	6%	8%	-20%[46.1 µM]	-6%
CCOC(=O)CSc1ccc(S(=O)(=O)N2CCCCC2)cc1[N+](=O)[O-]	4%	3%	-12%	-12%	-1%	-10%	-12%
CCOc1ccc(CC(C(N)=O)C(N)=O)cc1CN(C)C	-17%[38.3 µM]	9%	-2.3%	-4%	-1%	0%[46.1 µM]	-11%
CCOc1nc(NC(=O)NS(=O)(=O)Oc2cccc(Cl)c2)nc(-c2ccccc2)n1	-10%	-9%	-1.1%&1.3%	8%	-10%	-14%	8%
C/C(=C\C(=O)c1ccc(Br)cc1)N1CCCCC1	-22%[38.3 µM]	?	-1.0%	-2%	-2%	-15%[46.1 µM]	-4%
COC(=O)Nc1ccc(S(=O)(=O)Nc2ccccc2F)cc1	1%[38.3 µM]	-3%	0.0%	-5%	1%	-8%[46.1 µM]	-8%
O=C(Nc1ccccc1N1CCN(c2ccccc2)CC1)c1ccccc1F	13%	/	18%	-4%	2%	-41%	3%
COC(=O)Nc1ccc(S(=O)(=O)N2CCCC(C(=O)N3CCCCCC3)C2)cc1 (stereo not given)	/	/	-6.6%	5%	/	8%	-9%
Cc1ccc(-c2c[n+](CC(=O)Nc3ccccc3)c3n2CCC3)cc1	/	/	0.1%	4%	/	-2%	0%
Cc1nn(-c2ccccc2)c(N)c1N=Nc1ccc(Cl)cc1	15%	-4%	-1.0%	?	3%	-20%	-8%
COC(=O)c1ccc(C(=O)OC)c(NC(=O)CN2CCCCC2)c1	7%	/	0.9%	19%	-3%	3%	-6%
CCOc1ccc(/C=N/n2nnnc2N)cc1O	/	/	4.9%	-5%	/	-24%	9%
CC(=O)Nc1nnc(SCc2cccc(F)c2)s1	-5%	/	-1.2%	0%	/	-4%	3%
C#CCNC(=O)C1=C[C@H](c2ccc(C(F)(F)F)cc2)[C@@H](CCCO)[C@H](OCC)O1	-6%	/	-1.4%	13%	/	2%	5%
COC(=O)c1c(C(=O)OC)c2n(c1C)CCS2	/	9%[46 µM]	2.1%	0%	/	-8%	5%
COc1ccc(OCC(=O)NNC(=O)c2c(-c3ccccc3Cl)noc2C)cc1	/	?	0.0%	-6%	/	-1%	-2%

Of the compounds above, 2 have bromine.
compound	IMPase Li cell	LMNA splice mod	Epigenetic derep	CBFb-RUNX1 inh	KinaseGlo FLuc	NPSR antag	GLA spleen mod
Cn1cc(C(=O)N/N=C/C(Br)=C/c2ccccc2)ccc1=O	18%	?	?	4%	2%	-26%	4%
C/C(=C\C(=O)c1ccc(Br)cc1)N1CCCCC1	-22%[38.3 µM]	?	-1.0%	-2%	-2%	-15%[46.1 µM]	-4%

Other structures
compound	IMPase Li cell	LMNA splice mod	Epigenetic derep	CBFb-RUNX1 inh	KinaseGlo FLuc	NPSR antag	GLA spleen mod
COc1ccc(OC)c(N2CC(O)(c3cccs3)[N+]3=C2SCCC3)c1 (stereo not given)	18%	/	-5.6%	?	1%	13%	1%
COc1cc(Br)cc(C=Nc2cccc(C(F)(F)F)c2)c1O	-5%	-13%	-1.9%	0%	-2%	-9%	-2%
Cc1ccc(NC(=O)N2CCC(NC(=O)C(C)(C)C)CC2)cc1	-5%[38.3 µM]	?	-1.7%	-3%	1%	?	-25%
CS(=O)(=O)Nc1ccc(C2=NN(S(C)(=O)=O)C(c3cccs3)C2)cc1 (stereo not given)	-1%	?	-2.4%	-24%	-5%	-18%	6%
Cc1cccc(NC(=S)N2CCC(C(=O)c3ccc(F)cc3)CC2)c1C	44%[activator][38.3 µM]	-5%	1.3%	6%	5%	-17%[46.1 µM]	-3%
Cc1cc(=O)oc2n[nH]c(-c3ccccc3)c12	-3%[38.3 µM]	6%	-0.1%	3%	0%	-1%[46.1 µM]	-2%
CC(C)c1ccc(/C=C2\SC(N3CCOCC3)=NC2=O)cc1	/	/	-2.6%	5%	/	-12%	1%
CCCc1nc2sc3c(c2c(=O)[nH]1)CCCC3	6%	/	0.1%	7%	-2%	4%	7%
Cc1cc(Cl)c(S(=O)(=O)N2CCSCC2)cc1OCC(=O)NC1CCCCC1	13%[38.3 µM]	?	1.6%	-1%	6%	-19%[46.1 µM]	1%
CC(C)(C)c1nnc(NC(=O)c2ccc(Cl)nc2)s1	4%	/	7.1%	6%	9%	14%	0%
Cc1ccccc1C(=O)NC1CCN(CC(=O)NCc2ccc(F)cc2)CC1	-7%	/	-0.1%	4%	0%	9%	1%
